Screens deposited in PubChem by several laboratories.
CIT2-GFP yeast – modulators of CIT2-GFP expression in yeast, primary screen, S. cerevisiae, GFP fusion, multiplex flow cytometry, MLPCN library; S. cerevisiae CIT2-GFP strain, 3 h; 100 means same as DMSO wells; GFP response vs DMSO, % at 10 µM; actives 0.065% (n = 320,000); AID 2029, 2009;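 active = GFP response relative to DMSO above a set limit, near the screen mean plus 3 SD, cut at about 150% in these data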;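 note: ratio of well median GFP fluorescence to mean of DMSO wells on the plate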
AHR activator – AHR activators, primary screen, cell-based, luminescence, luciferase reporter, human; AHR-responsive luciferase reporter cells; activation, % at 5 µM; actives 2.5% (n = 320,000); in the data active = activation above about 47%;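 note: 0% = vehicle wells and 100% = reference agonist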
Target sequence (P35869 whole entry, looked up): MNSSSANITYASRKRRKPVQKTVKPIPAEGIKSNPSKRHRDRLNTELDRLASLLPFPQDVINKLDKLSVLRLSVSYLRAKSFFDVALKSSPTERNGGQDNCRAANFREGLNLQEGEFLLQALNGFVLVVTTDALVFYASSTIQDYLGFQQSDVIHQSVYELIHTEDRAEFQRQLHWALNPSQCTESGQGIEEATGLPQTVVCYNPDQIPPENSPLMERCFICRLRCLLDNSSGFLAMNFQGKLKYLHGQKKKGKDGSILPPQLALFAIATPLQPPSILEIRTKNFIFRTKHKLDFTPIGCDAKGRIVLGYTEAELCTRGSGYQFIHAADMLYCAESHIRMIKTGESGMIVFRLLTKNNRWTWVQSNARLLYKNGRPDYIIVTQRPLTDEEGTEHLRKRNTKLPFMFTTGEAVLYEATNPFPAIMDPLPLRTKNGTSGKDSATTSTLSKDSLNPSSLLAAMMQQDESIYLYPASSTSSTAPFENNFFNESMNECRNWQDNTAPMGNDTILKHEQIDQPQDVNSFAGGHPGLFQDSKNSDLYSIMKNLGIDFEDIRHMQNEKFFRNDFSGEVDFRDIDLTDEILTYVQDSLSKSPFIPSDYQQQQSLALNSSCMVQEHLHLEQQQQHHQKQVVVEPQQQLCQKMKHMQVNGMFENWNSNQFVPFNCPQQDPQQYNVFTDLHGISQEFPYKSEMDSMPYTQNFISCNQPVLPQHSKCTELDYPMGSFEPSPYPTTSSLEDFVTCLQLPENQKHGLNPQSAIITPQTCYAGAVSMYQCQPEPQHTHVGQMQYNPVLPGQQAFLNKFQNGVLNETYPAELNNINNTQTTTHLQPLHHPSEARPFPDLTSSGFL
RPL19A-GFP yeast – RPL19A-GFP expression modulators in yeast, primary screen, cell-based, S. cerevisiae, multiplex flow cytometry, MLPCN. actives 0.3% (n = 330,000). AID 2025, 2009. S. cerevisiae RPL19A-GFP strain, 3 h; active compounds read low. percent response vs DMSO, % at 10 µM;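 active = percent response vs DMSO below 50%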;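 note: median channel GFP fluorescence of the barcoded RPL19A-GFP strain; ratio of sample median GFP to plate DMSO average so 100% = DMSO; lower means less RPL19A-GFP as with rapamycin TOR inhibition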
AGP1 TOR yeast – modulators of AGP1-GFP expression in yeast TOR pathway, primary screen, cell-based, multiplex flow cytometry, S. cerevisiae, MLPCN library | 3 h; GFP as percent of DMSO wells | GFP response vs DMSO, % at 10 µM | actives 0.02% (n = 320,000) | AID 2066, 2009;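 active = GFP response relative to DMSO above a set limit, near screen average plus 3 SD, cut at about 150% in these data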;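 note: median GFP channel fluorescence of the gated AGP1 strain per well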
Yeast superoxide – reduction of superoxide in aged yeast, primary screen, HTS; S. cerevisiae aged cells, superoxide DHE fluorescence; active compounds read low; superoxide response (% of plate mean), % at 10 µM; actives 0.18% (n = 330,000); AID 2690, 2010;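 active = superoxide response under a set limit, about three screen SD below normal, cut at about 65% in these data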;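 note: yeast aged for seven days with compound at 30 °C before DHE staining; 100% = average MFI of all compound-treated wells on the plate with controls excluded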
MEP2-GFP yeast – modulators of MEP2-GFP levels in yeast, primary screen, S. cerevisiae, multiplex flow cytometry, MLPCN library; S. cerevisiae MEP2-GFP strain, 3 h; 100% = DMSO control level; GFP response vs DMSO, % at 10 µM; actives 0.51% (n = 330,000);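 active = GFP response versus DMSO above a set limit, roughly screen mean plus 3 SD, cut at about 180% in these data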;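 note: median GFP fluorescence of the barcode-gated MEP2-GFP cells per well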
Efflux pump mplx – inhibitors of Candida efflux pumps in yeast, primary screen, S. cerevisiae, Nile Red, multiplex | S. cerevisiae Candida pump triplex | inhibition, % at 10 µM | actives 0.44% (n = 330,000);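 active = plate passing quality check with inhibition over a set limit, or well fluorescence over plate mean plus 4 SD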;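 note: Nile Red retained in pooled yeast measured as flow cytometry median fluorescence; 0% = buffer negative control and 100% = Enniatin B positive control; higher means more Nile Red kept so more efflux inhibition; some compounds called inactive have numbers as strong as hits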
LAP4 TOR yeast – modulators of LAP4-GFP expression in yeast, primary screen, S. cerevisiae, multiplex flow cytometry, MLPCN library; actives 0.34% (n = 320,000); GFP response vs DMSO, % at 10 µM; 3 h; median GFP as percent of DMSO wells;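 active = GFP response vs DMSO above a set limit, about the screen mean plus 3 SD, cut at about 150% in these data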
Active calls of the source: *; . = not tested or not shown.

SMILES	CIT2-GFP yeast	AHR activator	RPL19A-GFP yeast	AGP1 TOR yeast	Yeast superoxide	MEP2-GFP yeast	Efflux pump mplx	LAP4 TOR yeast
CCOC(=O)C1=C(N)OC2=C(C(=O)CC(C)(C)C2)C1c1ccc(C)s1 (stereo not drawn)	98	0	95	96	83	100	0.2	95
O=C(NCc1ccccc1Cl)c1ccc2nnsc2c1	87	2	95	101	71	93	0.0	110
CC1(C)C2CCC1(C)C(OC(=O)C[n+]1ccccc1N)C2 (stereo not drawn)	110	9	105	105	110	105	0.0	110
COCCN=c1scc(-c2cc(OC)c(OC)c(OC)c2)n1/N=C/c1c(C)[nH]c2ccccc12	98	56*	100	91	111	92	-0.8	92
CCn1ncc(C2=NOC(C(=O)Nc3cccc(C(C)=O)c3)C2)c1C (stereo not drawn)	99	-1	87	66	103	106	0.1	87
Cc1nc(NC(=O)CSc2nnc(C3CC3)n2N)c(Cl)cc1Cl	103	11	98	101	120	101	-0.1	100
CC1=C(C(=O)OC(C)C)C(c2cccs2)NC(=S)N1 (stereo not drawn)	99	2	101	96	97	97	0.0	91
O=C(CCSCCc1ccncc1)NCCCN1CCOCC1	109	-1	104	104	85	109	-0.1	105
COc1cc(CC(=O)NNC(=O)c2cccs2)cc(OC)c1OC	99	0	93	91	96	93	0.0	101
FC(F)(F)c1ccc(Oc2ccc3c(C(F)(F)F)cc(C(F)(F)F)nc3n2)cc1	100	1	95	99	95	91	0.1	86
N#CNC(=Nc1cccc(F)c1)SCc1ccccc1	98	8	102	97	80	104	-0.1	101
COc1ccc(/C=C/C(=O)NC(=S)Nc2ccc(S(N)(=O)=O)cc2)cc1	109	1	108	102	103	112	-0.1	111
CC(=O)OC1CC(C)(C)N(OC(=O)CCCN2C(=O)c3ccccc3C2=O)C(C)(C)C1	108	1	110	105	88	104	0.2	111
C/C=C/c1ccc(OCCOc2ccc(C=O)cc2)c(OC)c1	85	5	104	92	117	104	0.0	113
Cc1nc(Br)c(Br)c(C)c1Br	110	0	104	109	105	108	0.2	107
COc1ccc(CNC(=O)C2Cc3cc(S(=O)(=O)N4CCCC4)ccc3N2C(C)=O)c(OC)c1 (stereo not drawn)	111	1	109	126	97	111	-0.2	116
CN(Cc1ccccc1)C(=O)c1ccccc1C(=O)O	106	1	99	105	100	95	-0.1	103
O=C(CNC(=O)c1ccco1)Nc1ccc(OC(F)F)cc1	94	.	101	97	98	101	0.0	92
O=C1N/C(=C\c2ccccc2)C(O)=C1C=NCc1ccccc1	104	19	106	100	116	159	-0.1	118
Cc1nc(=O)c(-c2ccccc2)c(C)n1-c1cccc(/C=C/C(=O)O)c1	95	0	87	89	96	87	0.1	82
CCN(CC)CCNC(=O)/C(=N\O)c1ccccn1	91	3	103	106	127	111	-0.1	99
COc1ccc(C(CNC(=O)c2ccc(-c3nc4ccccc4s3)o2)N2CCCC2)cc1 (stereo not drawn)	83	12	88	82	102	95	0.1	98
COc1ccc(N2CCN(CC(=O)Nc3nc(C)cs3)CC2)cc1	107	-3	102	103	110	110	0.0	93
CN(Cc1c(F)cccc1Cl)c1ccc(S(=O)(=O)N2CCOCC2)cn1	97	-2	101	105	108	103	0.0	101
COC(=O)C(C)Oc1ccc(-c2nccc(-c3ccc(F)cc3)n2)cc1 (stereo not drawn)	104	0	106	95	111	104	-0.3	97

Already shown: 14 of the compounds above.
SMILES	CIT2-GFP yeast	AHR activator	RPL19A-GFP yeast	AGP1 TOR yeast	Yeast superoxide	MEP2-GFP yeast	Efflux pump mplx	LAP4 TOR yeast
CCOC(=O)C1=C(N)OC2=C(C(=O)CC(C)(C)C2)C1c1ccc(C)s1 (stereo not drawn)	98	0	95	96	83	100	0.2	95
O=C(NCc1ccccc1Cl)c1ccc2nnsc2c1	87	2	95	101	71	93	0.0	110
CC1(C)C2CCC1(C)C(OC(=O)C[n+]1ccccc1N)C2 (stereo not drawn)	110	9	105	105	110	105	0.0	110
COCCN=c1scc(-c2cc(OC)c(OC)c(OC)c2)n1/N=C/c1c(C)[nH]c2ccccc12	98	56*	100	91	111	92	-0.8	92
CCn1ncc(C2=NOC(C(=O)Nc3cccc(C(C)=O)c3)C2)c1C (stereo not drawn)	99	-1	87	66	103	106	0.1	87
Cc1nc(NC(=O)CSc2nnc(C3CC3)n2N)c(Cl)cc1Cl	103	11	98	101	120	101	-0.1	100
CC1=C(C(=O)OC(C)C)C(c2cccs2)NC(=S)N1 (stereo not drawn)	99	2	101	96	97	97	0.0	91
O=C(CCSCCc1ccncc1)NCCCN1CCOCC1	109	-1	104	104	85	109	-0.1	105
COc1cc(CC(=O)NNC(=O)c2cccs2)cc(OC)c1OC	99	0	93	91	96	93	0.0	101
FC(F)(F)c1ccc(Oc2ccc3c(C(F)(F)F)cc(C(F)(F)F)nc3n2)cc1	100	1	95	99	95	91	0.1	86
N#CNC(=Nc1cccc(F)c1)SCc1ccccc1	98	8	102	97	80	104	-0.1	101
COc1ccc(/C=C/C(=O)NC(=S)Nc2ccc(S(N)(=O)=O)cc2)cc1	109	1	108	102	103	112	-0.1	111
CC(=O)OC1CC(C)(C)N(OC(=O)CCCN2C(=O)c3ccccc3C2=O)C(C)(C)C1	108	1	110	105	88	104	0.2	111
C/C=C/c1ccc(OCCOc2ccc(C=O)cc2)c(OC)c1	85	5	104	92	117	104	0.0	113

Next section:
SMILES	CIT2-GFP yeast	AHR activator	RPL19A-GFP yeast	AGP1 TOR yeast	Yeast superoxide	MEP2-GFP yeast	Efflux pump mplx	LAP4 TOR yeast
Cc1c(Cl)cccc1NC(=O)CCCn1nc([N+](=O)[O-])cc1C	90	-4	97	98	101	97	0.3	105
Cc1ccc(S(=O)(=O)Nc2nc3n(n2)C(c2ccc(Cl)cc2)CC(=O)N3)cc1 (stereo not drawn)	108	-1	100	99	103	103	0.0	98
CN1C(=O)c2cccc3c(S(=O)(=O)N4CCCC4C(=O)O)ccc1c23 (stereo not drawn)	99	4	98	96	104	105	0.0	87
Fc1ccccc1Cn1c2[n+](c3ccc(C(F)(F)F)cc31)CCCCC2	98	0	104	106	112	104	0.0	98
CC(c1nnc(SCC(=O)N2CC(=O)Nc3ccccc32)n1Cc1ccccc1)N(C)C (stereo not drawn)	96	2	105	107	107	97	0.2	101
Clc1ccccc1Sc1cnc2ccccc2n1	83	6	96	87	99	93	0.2	76
O=C(CCCn1c(=S)[nH]c2cc3c(cc2c1=O)OCO3)N1CCN(c2ccccc2)CC1	93	2	99	98	113	100	0.2	96
Clc1ccc(-c2n[nH]c3c2Cc2ccccc2-3)cc1Cl	109	60*	100	103	104	97	0.0	99
CCCC(=O)n1nc(NCc2ccc(OC)cc2)nc1NCc1ccc(OC)cc1	94	0	98	103	110	102	0.1	110
CN(Cc1ccccc1)C1CCN(Cc2ccccc2[N+](=O)[O-])CC1	105	14	104	103	98	103	-0.1	106
O=c1[nH]c2ccccc2c(=O)n1Cc1ccccc1	.	5	102	98	105	100	0.0	92
O=S(=O)(c1ccc(F)cc1)N1CCN(c2ccc(F)cc2)CC1	96	-2	98	100	79	96	0.0	100
O=C(Cc1ccc(S(=O)(=O)N2CCCCC2)s1)Nc1ccc(F)c(F)c1	106	1	104	99	104	94	0.1	91
Cc1cc(C)c(C)c(S(=O)(=O)N2CCN(CC(=O)Nc3ccc([N+](=O)[O-])cc3)CC2)c1C	99	1	98	94	94	97	-0.1	88
COc1ccc(-c2nn(C)c(=O)c3ccccc23)cc1CNC(=O)CN1CCOCC1	109	-2	101	113	78	109	-0.1	111
CN(C)CCCN(C(=O)CCc1ccccc1)c1nc2ccc(Cl)cc2s1	104	-12	102	104	109	100	0.0	96
O=C(O)c1ccc(N=Nc2c(O)[nH]c3ccccc23)cc1	89	10	104	104	101	105	-0.1	112
O=C(Nc1nc(-c2ccccc2)cs1)C1COc2ccccc2O1 (stereo not drawn)	91	-1	90	92	95	95	0.0	91
COc1ccc(C2NC(C(=O)O)Cc3c2[nH]c2ccccc32)cc1OC (stereo not drawn)	105	28	102	105	108	101	-0.1	93
CCOc1ccc(CCNC(=O)COC(=O)c2cc(S(=O)(=O)N3CCOCC3)ccc2F)cc1OCC	97	.	114	92	115	105	2.9	89
CCOCCCNCC(O)c1ccccc1 (stereo not drawn)	102	-2	98	101	102	103	0.0	92
C/C(=N\OC(=O)c1c(-c2c(F)cccc2Cl)noc1C)c1nccs1	99	-2	100	99	97	96	0.0	104
OCC1(CCc2ccccc2)CCN(C/C=C/c2ccccc2)CC1	101	2	97	101	92	100	0.0	98
COc1ccccc1-n1cnnc1SCC(=O)c1ccc[nH]1	86	0	94	97	99	107	0.2	108
CCOC(=O)c1csc(NC(=O)CN2CCOCC2)n1	104	2	106	104	108	110	-0.4	95

Looked up above.
COc1ccccc1-n1cnnc1SCC(=O)c1ccc[nH]1 – Yeast superoxide = 99
C/C(=N\OC(=O)c1c(-c2c(F)cccc2Cl)noc1C)c1nccs1 – RPL19A-GFP yeast = 100

(list continues)
SMILES	CIT2-GFP yeast	AHR activator	RPL19A-GFP yeast	AGP1 TOR yeast	Yeast superoxide	MEP2-GFP yeast	Efflux pump mplx	LAP4 TOR yeast
CCOc1cc(CN2CCC(n3nccc3NC(=O)C3CC3)CC2)ccc1O	121	1	111	113	104	123	0.0	96
CCC(=O)Nc1nnc(SCC(=O)NCCc2ccc(OC)c(OC)c2)s1	94	-1	89	92	97	96	0.1	93
COc1ccc(C(=O)NNC(=O)c2cc3cc([N+](=O)[O-])ccc3oc2=O)cc1OC	106	3	106	104	100	106	-0.8	97
O=C(Nc1cccnc1Cl)c1cccs1	106	-2	102	94	101	102	0.0	84
CCC(CC)NC(=O)Cc1ccccc1OC	112	1	105	105	103	107	-0.1	109
CC(Sc1nc(-c2ccccc2)cc(=O)[nH]1)C(=O)O (stereo not drawn)	97	0	100	101	105	99	-0.2	98
CC(C)C(=O)NC(Nc1ccc(S(N)(=O)=O)cc1)C(Cl)(Cl)Cl (stereo not drawn)	110	-2	103	103	113	106	0.1	100
O=C(Nc1ccccc1)c1ccc(-n2cnnn2)cc1	107	-6	103	102	84	103	0.1	96
CC12CC3CC(C)(C1)CC(C(=O)NCc1ccncc1)(C3)C2	102	0	102	96	94	108	0.2	90
CCCC(=O)Nc1nnc(S(=O)(=O)N(C)Cc2ccco2)s1	103	3	100	104	84	101	-0.2	104
CSc1nnc(C)c(=O)n1COC(=O)c1ccccc1	101	-1	96	96	100	104	0.0	103
S=c1[nH]cc(Cc2ccccc2)s1	109	1	105	111	76	112	0.1	116
O=C(N[C@@H](Cc1ccccc1)C(=O)NC1CCCCC1)c1ccco1	113	3	99	105	117	109	0.3	91
CC(C)c1ccc(NC(=O)Nc2cnccn2)cc1	89	45	99	93	101	97	-0.2	104
COc1ccccc1N1CCN(C(=O)c2ccc(-c3nc4ccccc4s3)o2)CC1	81	25	95	88	127	101	0.6	109
CN1C/C(=N\S(=O)(=O)c2ccccc2)N(C)C1=O	112	2	109	112	117	112	-0.1	106
CCOCc1c(C(=O)Nc2cc(OCC)c(N3CCOCC3)cc2OCC)oc2ccccc12	95	1	92	98	99	98	0.0	100
Nc1cc(N)nc(SCC(=O)Nc2ccc3c(c2)OCCCO3)n1	99	10	99	103	94	99	0.3	99
